Screening results as filed in PubChem.
p53 reactivation = restores transcriptional activity of mutant p53; H1299 p53-A138V BP100-luciferase reporter, luminescence, 24 h; Potency, µM (highest dose often 92.2 µM), for inactives: at the top dose activity change, positive = activation, hits mostly activators; actives 0.063% (n = 320,000); AID 504706; also: potency is read from the fitted curve at half-maximal effect; % of control where 0% means no effect; nearly all actives have a fitted effect of over 45% in size
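p53-null H1299 cells stably carrying temperature-sensitive p53-A138V and a BP100-luciferase reporter were pinned with compounds (4-point, 1:5 series) and held 24 hrs at 37 deg C. Luminescence was read 10 min after detection reagent.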
TRPV1 agonist = agonists of human vanilloid receptor 1 (TRPV1). Q8NER1. TRPV1-expressing cells, Fluo-8 calcium influx, agonist mode. activation, % at 8.33 µM. actives 0.19% (n = 320,000). AID 540275; in the data active = activation above about 80%; inconclusive = between about 30% and that limit; also: 0% is about no effect
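Fluo-8 calcium influx in TRPV1-expressing cells, kinetic read (ex 480/em 520 nm). Compound added and read 3 min for agonist activity, followed by capsaicin at EC20 final and 2 min further read for enhancement.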
Integrin act MD = activates integrin-mediated alleviation for muscular dystrophy; actives 0.064% (n = 350,000); Potency, µM (doses to about 38.3 µM), without a hit: at the highest dose activation, hits mostly activators; AID 624291; alpha7betagal myoblasts, beta-gal FDG fluorescence, 48 h;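 also: potency is read from the fitted curve at half-maximal effect; 100% = response of the positive control SU9516; nearly all actives have a fitted effect of over 60% in size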
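Alpha7betagal+/- myoblasts (passage 13) were plated 16-24 hr, then exposed to compounds (1:260 dilution of DMSO stock) for 48 hours at 37C. After MPER lysis, β-galactosidase reporter activity was read as FDG fluorescence (ex 480/em 540) after 30 minutes.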
uPA generation = blocks generation of uPA at the cell surface; cell surface uPA generation assay, qHTS; Potency, µM (highest dose often 38.3 µM), inactives show at the top dose activity change, negative = inhibition, actives largely listed as inhibitors; actives 0.31% (n = 330,000); AID 540303; active = well fitted inhibition curve with a large enough effect; inconclusive = small, poorly fitted or top-dose-only effect; inactive = no such curve, though single readings can be large or run the other way; tested in mouse RAW 264.7 cells; also: potency is read from the fitted curve at half-maximal effect; % is scaled to controls: 0 for no effect and ±100 for the full control effect; nearly all actives have a fitted effect of over 55% in size
ELG1 genotox = genotoxicity induction in ELG1-luciferase HEK293T cells. HEK293T ELG1-luciferase reporter, luminescence, 16 h. AID 504466. actives 1.3% (n = 330,000). Potency, µM (series often up to 46 µM), for the others: at the highest dose activity change, positive = activation, actives largely listed as activators; also: potency is read from the fitted curve at half-maximal effect; % of control where 0% means no effect; nearly all actives have a fitted effect of over 60% in size
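Genotoxic stress is detected as increased luminescence from luciferase-tagged ELG1 in HEK293T cells, measured with ONE-Glo after a 16 hr treatment at 37 °C.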
S-ASM inh = inhibitors of human secretory acid sphingomyelinase. P17405. placental ASM, HMU-PC fluorogenic substrate, 60 min. Potency, µM (doses to about 57.5 µM), inactives show at the top dose activity change, negative = inhibition, usual class: inhibitors. actives 0.006% (n = 340,000). AID 504937; also: potency is read from the fitted curve at half-maximal effect
Target sequence (P17405 47-631 limits assumed): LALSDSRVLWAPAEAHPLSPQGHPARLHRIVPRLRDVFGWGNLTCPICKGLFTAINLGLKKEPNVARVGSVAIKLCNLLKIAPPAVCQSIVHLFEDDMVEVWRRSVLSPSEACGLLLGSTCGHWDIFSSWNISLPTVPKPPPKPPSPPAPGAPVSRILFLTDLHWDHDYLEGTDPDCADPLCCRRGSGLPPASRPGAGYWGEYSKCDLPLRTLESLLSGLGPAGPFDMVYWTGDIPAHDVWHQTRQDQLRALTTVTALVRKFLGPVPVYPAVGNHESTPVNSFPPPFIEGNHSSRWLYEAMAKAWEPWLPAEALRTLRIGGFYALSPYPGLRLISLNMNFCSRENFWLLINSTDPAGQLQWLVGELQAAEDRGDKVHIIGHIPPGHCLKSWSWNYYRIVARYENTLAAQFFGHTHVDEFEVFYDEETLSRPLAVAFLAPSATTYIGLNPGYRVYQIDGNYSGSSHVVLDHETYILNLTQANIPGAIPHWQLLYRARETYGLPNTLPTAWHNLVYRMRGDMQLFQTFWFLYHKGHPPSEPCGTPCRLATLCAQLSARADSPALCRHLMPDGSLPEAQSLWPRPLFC
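Human placenta-derived ASM enzyme was preincubated with compound for 10 minutes at room temperature, then given fluorogenic substrate HMU-PC0 (9 uM final) for 60 minutes at 37 °C; a pH 10 stop preceded fluorescence reading at Ex 386/Em 447 nm.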
B2AR arrestin = recruits beta-arrestin to the human beta2-adrenergic receptor; actives 0.02% (n = 330,000); AID 492947; beta-arrestin recruitment to beta2AR, cell-based reporter; Potency, µM (highest dose often 46.1 µM), inactives show at the top dose activation, actives largely listed as activators;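 also: potency is read from the fitted curve at half-maximal effect; 0% = DMSO controls and full agonism = EC100 isoproterenol or metaproterenol; nearly all actives have a fitted effect of over 65% in size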
TSG101-PTAP inh = blocks PTAP/TSG101 interaction to inhibit HIV-1 budding | Fluorescence polarization, FITC-PTAP peptide / Tsg101 binding | Q99816 | 340,000 tested, under 10 active | Potency, µM (doses to about 115 µM), for the others: top-dose activity change, negative = inhibition, most hits filed as inhibitors; active = well fitted inhibition curve with a large enough effect in the main read-out, with a control signal flat, not every such curve was filed as active; inconclusive = small, poorly fitted or top-dose-only effect, or effect the other way, or a change in a side signal; inactive = no such curve, though single readings can be large or run the other way; also: potency is read from the fitted curve at half-maximal effect; % of control where 0% means no effect
Target sequence (Q99816 whole entry, looked up): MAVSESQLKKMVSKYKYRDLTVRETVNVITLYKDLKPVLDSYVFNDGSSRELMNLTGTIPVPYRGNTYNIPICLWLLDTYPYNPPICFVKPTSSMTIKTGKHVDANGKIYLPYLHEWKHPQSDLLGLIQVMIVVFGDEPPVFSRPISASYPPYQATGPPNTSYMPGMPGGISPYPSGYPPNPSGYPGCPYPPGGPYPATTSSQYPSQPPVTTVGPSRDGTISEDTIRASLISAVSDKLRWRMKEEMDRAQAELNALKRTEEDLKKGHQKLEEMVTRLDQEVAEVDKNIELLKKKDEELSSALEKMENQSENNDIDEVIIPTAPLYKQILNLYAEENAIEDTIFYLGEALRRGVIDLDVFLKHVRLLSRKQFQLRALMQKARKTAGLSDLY
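Steps: Tsg101 binding domain dispensed (10 uM final), compounds pinned in DMSO, FITC-labeled PTAP-motif peptide added (50 nM final); after 20 min binding at room temperature, polarization measured.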
USP2a inh = USP2a (human) protease inhibition; O75604; USP2 core, Ub-CHOP2 coupled fluorogenic reporter, 485/531; Potency, µM (highest dose often 38.3 µM), for the others: top-dose activity change, negative = inhibition, hits mostly inhibitors; actives 0.01% (n = 330,000); AID 463254;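 also: potency is read from the fitted curve at half-maximal effect; plate controls were DMSO wells for no effect and full inhibition by NEM control for full effect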
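Deubiquitinase activity read as fluorescence (485/531 nm) after Ub-CHOP2 cleavage activates the enterokinase reporter on its substrate; USP2 core 10nM, Ub-CHOP2 and substrate 25nM each, 30min compound preincubation then 60min RT; data normalized to NEM, curves fitted.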
BRCA1 expr act = BRCA1 expression activation | MCF7-BRCA1-FFLuc reporter, luminescence, 48 h; response scale: scaled: vehicle 0%, 10 µM genistein 100% | actives 1.1% (n = 380,000) | AID 624202 | Potency, µM (highest dose often 46.1 µM), for inactives: at the top dose activation, most hits filed as activators; also: potency is read from the fitted curve at half-maximal effect; nearly all actives have a fitted effect of over 80% in size; some results filed as inactive show a strong effect at the top dose
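Cells: MCF7-BRCA1-FFLuc, 2000/well. Exposure: 48 h, 37 °C, 5% CO2. Read: luminescence, 15 min post-substrate. Controls: genistein 10 microM (maximal activation), DMSO (neutral).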
Eya2 inh = blocks the phosphatase activity of human Eya2; O00167; recombinant Eya2, OMFP fluorescence dephosphorylation (OMFP is methylfluorescein phosphate); Potency, µM (top dose mostly 76.9 µM), without a hit: at the top dose activity, negative = inhibition, hits mostly inhibitors; actives 0.006% (n = 330,000); AID 488837; also: potency is read from the fitted curve at half-maximal effect; % is scaled to controls: 0 for no effect and ±100 for the full control effect
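Eya2 protein (added as 0.2 uM solution) was preincubated with compound for 10 min at ambient temperature in 50 mM HEPES pH 7.5, 50 mM NaCl, 5 uM MgCl2, 0.05% BSA, 1 mM DTT. OMFP (added at 50 uM) then reacted 10 min; fluorescence read at 485/525 nm.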
Active calls of the source: *; i = inactive; ? = inconclusive; . = not tested or not shown; [ ] = another dose, or the depositor's remark. Unless noted, calls follow the shape of the dose curve; as a rule, active = well fitted curve in the direction sought with a large enough effect; inconclusive = small, poorly fitted or top-dose-only effect, or another doubt; inactive = no such curve, though single readings can be large; an effect the other way counts as inactive or inconclusive.

SMILES | p53 reactivation | TRPV1 agonist | Integrin act MD | uPA generation | ELG1 genotox | S-ASM inh | B2AR arrestin | TSG101-PTAP inh | USP2a inh | BRCA1 expr act | Eya2 inh
CS(=O)(=O)N1CCc2cc(C(=O)OCC(=O)c3ccccc3)ccc21 | 15% | 7 | -5% | 1% | 13µM* | -8% | -1.2% | 0% | 2% | 10µM* | 1%
CCC1(CC)NC(=O)N(CC(=O)NCc2ccc3c(c2)OCO3)C1=O | 5% | 1 | 1% | -2% | 0% | 3% | 0.1% | -1% | 2% | 0% | -27%
Cc1c(C(=O)NC(=S)Nc2cccnc2)cccc1[N+](=O)[O-] | 9% | 0 | 0% | -1% | 0% | -1% | 0.3% | -2% | 1% | -28% | -8%
CC1(c2ccc3c(c2)OCCO3)NC(=O)N(CC(=O)Nc2ccccc2)C1=O (centres undefined) | -11% | 17 | ? | 4% | 3% | 2% | 0.5% | 0% | 3% | -2% | -1%
O=C(Nc1cnccn1)c1cccs1 | ? | 5 | -5%[7.66 µM] | . | 1% | 0% | -0.1% | 0% | -2% | 41% | 8%
CCOC(=O)c1cccc(NS(=O)(=O)c2c(C)[nH]c(=O)[nH]c2=O)c1 | 15% | 1 | -18% | . | 0% | 1% | -0.2% | -5% | -2% | 7% | -4%
O=C(Nc1ccc(OC(F)(F)F)cc1)C1CCCN(S(=O)(=O)c2cnc[nH]2)C1 (centres undefined) | 3% | 1 | 22% | -12% | 1% | -2% | -0.3% | -5% | 8% | 0% | -9%
CC1(c2ccccc2)CC(c2ccccc2)=C(C#N)C(=O)N1 (centres undefined) | . | . | 36% | -2% | . | 2% | . | -8% | . | -15% | .
Cc1nnc(N2CCC(C(=O)NC3CCC(C)CC3)CC2)c2nn(-c3ccc(Cl)cc3)c(C)c12 (centres undefined) | 3% | 5 | 0% | -8% | 2% | 3% | 0.3% | 0% | 1% | -8% | 15%
O=C(NCc1ccc(F)cc1)c1cccc(NC2=NC3CS(=O)(=O)CC3S2)c1 (centres undefined) | . | -1 | 21% | 10% | 6% | -9% | -0.3% | -9% | 0% | -6% | 8%
NNC(=O)CC12CC3CC(C1)CC(n1ncnn1)(C3)C2 | -10% | 3 | 7% | -1% | -1% | -1% | -0.1% | -1% | 2% | 4% | -3%
Oc1ccc(/C=N/N=C(c2ccccc2)c2ccccc2)c(O)c1O | 20% | 0 | -31% | -9% | -4% | -19% | 0.2% | -1% | 4% | -56% | -2%
C[C@@H]1COC(=O)[C@H](Cc2ccc(F)cc2)CC/C=C/C[C@@H](CC(=O)N[C@@H](CO)Cc2ccccc2)C(=O)N1 | -1% | . | -20% | 13% | -2% | 1% | -0.6% | -5% | -1% | 0% | -3%
O=C(O)CCCc1ccccc1 | 3% | -2 | . | 7% | 3% | -3% | -1.0% | 0% | 0% | 3% | 5%
CN(C)CCOCCSc1ccc(Cl)cc1 | -1% | -2 | 13%[7.66 µM] | . | -2% | 2% | -0.4% | -9% | 0% | 1% | 7%
COc1ccc(S(=O)(=O)NCC2CCCN(C(=O)CC3CCCC3)C2)cc1 (centres undefined) | 2% | 1 | 0% | 4% | -6% | 7% | -0.4% | 0% | 3% | -1% | 2%
CCNS(=O)(=O)c1ccc(NC(=O)Nc2cc(C)ccc2OC)cc1 | -3% | 0 | -23% | -1% | 1% | -9% | 0.8% | -1% | 1% | 1% | 1%
O=C(O)c1cccnc1Sc1ncnc2sc3c(c12)CCC3 | 3% | 0 | 3% | 5% | 0% | 66%[activator] | -0.4% | -8% | -4% | -9% | -4%
COc1ccccc1C(CNc1ncccc1[N+](=O)[O-])N(C)C (centres undefined) | 2% | 3 | 1% | 0% | 0% | -5% | 0.0% | -2% | 3% | -8% | -18%
O=C(CC1NCCNC1=O)Nc1ccc(Oc2ccccc2)cc1 (centres undefined) | ? | -1 | -2% | -5% | ? | -3% | 0.2% | . | -1% | 107% | 5%
O=C1CCN(Cc2cccnc2)CCN1[C@H](CO)c1ccccc1 | . | 4 | ? | 8% | 3% | 3% | 0.5% | -4% | 2% | 0% | 6%
Clc1ccc(-n2nnnc2-c2cnc(-c3ccccn3)nc2-c2cccs2)cc1 | -17% | -2 | 16% | -3% | -5% | -6% | 0.8% | -3% | -6% | -35% | -3%
Cc1cc(=O)[nH]c(N/N=C/c2ccc(-c3ccc(F)cc3)o2)n1 | ? | -1 | 2% | -4% | 9% | 33%[activator] | 0.2% | -2% | -1% | 92% | -8%
COc1ccc(OC)c(NC(=O)C2CCCN2C(=O)OCc2ccccc2)c1 (centres undefined) | -5% | 20 | -8% | 2% | -2% | 2% | -0.3% | -4% | 1% | -17% | 12%
O=C(Nc1ccc(N2CCOCC2)c(Cl)c1)c1ccc(-n2cnnc2)cc1 | 5% | 22 | -28% | 3% | 7% | -1% | -0.3% | -3% | -1% | 1% | -18%
COCCCn1c(C(=O)N2CCOCC2)cc2c(=O)n3ccccc3nc21 | -1% | -1 | -17% | 1% | 6% | i | 1.0% | -5% | 0% | 0% | -8%
O=C(COC(=O)c1ccc2c(c1)OCCO2)NCc1ccccc1 | ? | 29 | -11% | -4% | -3% | -2% | -2.0% | 0% | -3% | 10% | 2%
COc1ccc(C(c2sc3nc(C)nn3c2O)N2CCc3ccccc3C2)cc1 (centres undefined) | -2% | 3 | -8% | -11% | -1% | 4% | -0.4% | -9% | -1% | -8% | -27%
COc1ccc(S(=O)(=O)N(CCc2ccccc2)CC(=O)O)cc1 | 2% | 0 | 36% | 2% | 0% | 0% | -0.2% | -8% | 0% | 1% | 12%
Cn1c(=O)c2c3c(sc2n2c(SCC(N)=O)nnc12)CC(C(C)(C)C)CC3 (centres undefined) | -5% | 4 | -31%[inhibitor] | . | -19% | -17% | -0.2% | -5% | -1% | -15% | -22%
CCN(Cc1ccccc1)S(=O)(=O)c1c(C)[nH]c(C)c1C(=O)N1CCCCC1 | -2% | 3 | -23% | 5% | -2%[9.26 µM] | -1% | -0.8% | 2% | 2% | -7% | -3%
CCn1nnc2cc(C(=O)O)ccc21 | 5% | 0 | -1% | 0% | -1% | 5% | 0.3% | -6% | 2% | -18% | 2%
CCN1c2ccccc2-c2nc3ccccc3n2C1c1cccs1 (centres undefined) | 4% | ? | 5% | 0% | -1% | . | -0.5% | 2% | -6% | -51% | 2%
CN(Cc1ccccc1)C(=O)COC(=O)c1cc(-c2ccc(Cl)s2)nc2ccccc12 | 2% | -2 | -8% | -1% | -10% | 300%[activator] | -1.1% | -3% | 3% | -40% | -8%
CCN(CC)CC(O)Cn1c(-c2ccccc2Cl)nc2ccccc21 (centres undefined) | -4% | -1 | ? | 0% | -2% | 7% | 0.1% | -2% | -1% | -21% | 3%
Cc1ccc(C(=O)CSc2ncn[nH]2)cc1 | ? | 18 | 8% | 6% | 7% | 7% | -0.4% | -5% | 1% | 43% | -1%
COc1ccc(-c2ccc(CNCc3ccccn3)o2)cc1Cl | 3% | 14 | . | . | 8% | . | -0.9% | . | 0% | . | 6%
Cc1cc(N/C=C(\C#N)S(=O)(=O)c2ccccc2Cl)nc(C)n1 | 1% | -1 | -11% | 8% | -2% | 0% | 0.1% | -1% | -1% | -6% | 7%
CCc1nc2ccc(C(=O)N3CCN(c4ccc(Cl)cc4)CC3)cc2nc1CC | 2% | 5 | -28% | 1% | -7% | ? | 0.0% | -7% | -10% | -30% | -7%
Cc1c(Cl)cccc1NC(CC(=O)c1ccccc1)C(=O)OCC(=O)c1cccs1 (centres undefined) | 12% | 8 | -27% | 3% | 2% | -6% | 0.8% | -8% | 3% | -28% | -2%
COC(=O)c1cccc(NC(=S)Nc2ccccc2Cl)c1 | 5% | ? | 6% | -1% | 1% | -3% | -1.3% | -10% | 0% | 13% | -10%
Cc1cc(C)nc(Nc2ccc(N3CCCC3)cc2)n1 | ? | 0 | -37% | -5% | ? | 2% | -0.4% | -5% | 0% | 44% | -25%
C#CCNC(=O)C1=C[C@H](c2csc3ccccc23)[C@@H](CCCO)[C@H](OCC)O1 | -10% | 2 | -34% | -1% | 2% | 5% | -0.6% | . | 0% | -7% | -2%

Profiles as entered above. Order of values: p53 reactivation | TRPV1 agonist | Integrin act MD | uPA generation | ELG1 genotox | S-ASM inh | B2AR arrestin | TSG101-PTAP inh | USP2a inh | BRCA1 expr act | Eya2 inh
CCN1c2ccccc2-c2nc3ccccc3n2C1c1cccs1 (centres undefined) is entered as 4% | ? | 5% | 0% | -1% | . | -0.5% | 2% | -6% | -51% | 2%
CCn1nnc2cc(C(=O)O)ccc21 is entered as 5% | 0 | -1% | 0% | -1% | 5% | 0.3% | -6% | 2% | -18% | 2%
